Bioassay records (PubChem)
esBAF inh = blocks esBAF chromatin remodeling in mouse ES cells; Bmi1-luciferase knock-in reporter, 24 h; 100% = twice the neutral-well signal; reporter increase, % at 12.5 µM; actives 2% (n = 350,000); AID 602393; in the data active = activation above about 40%; inconclusive = no clear call, values can overlap the other calls;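 note: 0% = median of the plate's neutral control wells and 100% = double that signal; a rise in the Bmi1 reporter signal indicates esBAF inhibition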
Xi reactivation = reactivates the inactive X chromosome in mouse fibroblasts. activation, % at 7.58 µM. actives 0.055% (n = 360,000). XiGFP mouse fibroblasts, % GFP-positive cells imaging, 3 d; cells co-treated with 5-aza-dC sensitizer; scaled so ellipticine positive control = 100%. AID 743238;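 active = mean normalized replicate activation at least 10% and every replicate at or above 10%; inconclusive = only one of the two criteria met; inactive = mean below 10% and not all replicates reach 10%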;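 note: 0% = median of on-plate neutral control wells and 100% = ellipticine 6 µM median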
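System: 68-5-11 XiGFP fibroblast line | Buffer or medium: DMEM containing 5-aza-dC | Compound: Single point | Times: Compounds 3 days, fix/stain 15 min at room temperature | Benchmarks: Positive control ellipticine, 6 µM final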
RAD54 inh = inhibitors of human RAD54 branch migration | RAD54 Holliday junction branch migration, FAM/BHQ fluorescence | actives 0.14% (n = 360,000) | inhibition, % at 10.4 µM | AID 602329 | Q92698;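 active = mean normalized replicate activity at least 40 and at least half of replicates scoring 40 or more; inconclusive = only one of the two criteria met; inactive = mean below 40 and under half of replicates reaching 40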;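 note: 0% = median of neutral control wells and 100% = median of positive control wells; inhibitors cause a drop in the FAM fluorescence signal; in these data hits start at about 50%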
Target sequence (Q92698 whole entry, looked up): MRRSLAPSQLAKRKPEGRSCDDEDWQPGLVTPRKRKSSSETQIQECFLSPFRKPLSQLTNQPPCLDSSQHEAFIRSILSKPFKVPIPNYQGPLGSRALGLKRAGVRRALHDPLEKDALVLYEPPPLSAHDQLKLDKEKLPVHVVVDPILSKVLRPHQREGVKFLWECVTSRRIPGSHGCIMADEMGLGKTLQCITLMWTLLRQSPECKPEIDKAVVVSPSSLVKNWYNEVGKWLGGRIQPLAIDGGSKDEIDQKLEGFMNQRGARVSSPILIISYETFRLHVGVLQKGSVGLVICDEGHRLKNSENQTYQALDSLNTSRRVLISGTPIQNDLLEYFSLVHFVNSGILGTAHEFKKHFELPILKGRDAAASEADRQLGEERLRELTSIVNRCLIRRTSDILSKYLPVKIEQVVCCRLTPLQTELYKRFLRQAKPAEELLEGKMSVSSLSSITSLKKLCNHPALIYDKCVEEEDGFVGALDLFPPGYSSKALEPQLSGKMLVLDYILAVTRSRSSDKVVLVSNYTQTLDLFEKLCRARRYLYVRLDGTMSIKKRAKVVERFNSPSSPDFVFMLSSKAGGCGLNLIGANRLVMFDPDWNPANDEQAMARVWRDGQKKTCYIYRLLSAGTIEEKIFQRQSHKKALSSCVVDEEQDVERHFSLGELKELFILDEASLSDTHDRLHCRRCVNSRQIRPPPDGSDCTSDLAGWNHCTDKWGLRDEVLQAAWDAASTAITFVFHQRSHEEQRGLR
The depositor's hits bear a star; u = inconclusive.

Below each compound: esBAF inh	Xi reactivation	RAD54 inh
CCN(CC)S(=O)(=O)c1ccc2c(c1)nc(CCC(=O)Nc1ccc3c(c1)OCO3)n2C
→ 8	0.1	2
CCCCCC[n+]1c(-c2ccc(Cl)cc2Cl)csc1Nc1ccccc1
→ 4	0.0	-17
O=C(Nc1ccc([N+](=O)[O-])cn1)C1CCCCC1
→ 10	0.1	5
Cc1cc(C)cc(-n2cc[nH]c2=S)c1
→ 2	0.1	-8
CCOC(=O)CNC(=O)N1CCCC(CCC(=O)NCc2ccc(F)c(F)c2)C1 (centres undefined)
→ -8	0.0	-1
COC(=O)c1ccccc1Oc1nc(Cl)cc(OC)n1
→ -1	0.2	5
O=C(CSc1nncs1)Nc1cc(-c2ccccc2)nn1-c1ccccc1
→ -2	0.0	0
O=C1C2C3C=CC(C4CC34)C2C(=O)N1/N=C/c1ccc(-c2cccc([N+](=O)[O-])c2)o1 (centres undefined)
→ 5	0.0	1
COc1cc(C(=O)Nc2ccc(N3CCOCC3)cc2)ccc1OCc1c(C)noc1C
→ -3	0.0	1
COc1ccc(NC(=O)Nc2ccc3c(c2)CC(=O)N([C@H](C)CO)C[C@H](C)[C@@H](CN(C)C(=O)Nc2ccc(C(F)(F)F)cc2)O3)cc1
→ 3	0.0	-16
CC(C)(C)N=C1NN=C(c2cc3ccccc3o2)CS1
→ -3	0.0	11
CCCCOc1ccc(C(NC(=O)OCC)NC(=O)OCC)cc1
→ -2	0.1	1
Cc1cccc(C)c1N1C(=O)c2cccc([N+](=O)[O-])c2C1=O
→ 0	0.2	18
NC(=S)NN=C1c2cc(S(=O)(=O)N3CCOCC3)ccc2-c2ccc(S(=O)(=O)N3CCOCC3)cc21
→ 4	-0.1	-11
CSc1c2c(nc3ncnn13)CCC2
→ -1	-0.1	-4
CC(C)CC(=O)Nc1ccc2c3c(cccc13)CC2
→ -4	0.6	-1
Cc1noc(C)c1S(=O)(=O)Nc1ccc2c(c1)C(=O)N([C@@H](C)CO)C[C@H](C)[C@@H](CN(C)S(=O)(=O)c1cccs1)OCCCC[C@@H](C)O2
→ -1	-0.1	-7
CCn1c(C)nc2cc(C(=O)NNC(=S)Nc3ccccc3Cl)ccc21
→ 32	-0.1	3
COc1ccc(C)cc1NC(=O)c1ccccc1NS(=O)(=O)c1cccc2cccnc12
→ 0	-0.1	14
Cc1ccc2c(c1)C1NC(=S)NC(C)(O2)C1C(=O)Nc1ccc(Cl)cc1 (centres undefined)
→ -21	0.6	-2
Cc1ccc(N2C(=O)N(CC(=O)c3cc(C)ccc3C)C(=O)C2C)cc1 (centres undefined)
→ 5	0.1	-8
O=C(COc1ccccc1)NC1CCCCC1
→ -5	0.2	-2
CC(=O)Nc1ccc(NC(=O)c2ccc(-n3c(C)ccc3C)cc2)cc1
→ -4	0.3	-9
CC(C)(C)c1ccc(S(=O)(=O)N2CCCCC2)cc1
→ 1	0.5	-4
C[C@@H]1CN([C@H](C)CO)C(=O)c2cc(NC(=O)CCC(F)(F)F)ccc2O[C@@H](C)CCCCO[C@@H]1CN(C)C(=O)Cc1ccccc1
→ 1	0.0	1
CCCCNC(=O)N1CCN(c2ccccc2OC)CC1
→ -2	0.0	-3
CC(=O)Oc1ccc(C(=O)Nc2ccccc2C(=O)NCC(C)C)cc1
→ -7	0.0	4
O=C(/C=C/c1ccc(Br)cc1)c1ccc(NC(=O)c2ccco2)cc1
→ 40	0.0	0
COC(=O)c1ccc(C)c(NC(=O)CCSc2ccc(C)cc2)c1
→ -8	0.5	9
CCc1ccc(OCCCC(=O)NCc2ccccc2)cc1
→ -4	0.1	-4

Reprinted at random: three entries already listed
Below each compound: esBAF inh	Xi reactivation	RAD54 inh
CC(=O)Oc1ccc(C(=O)Nc2ccccc2C(=O)NCC(C)C)cc1
→ -7	0.0	4
COC(=O)c1ccc(C)c(NC(=O)CCSc2ccc(C)cc2)c1
→ -8	0.5	9
CC(C)(C)c1ccc(S(=O)(=O)N2CCCCC2)cc1
→ 1	0.5	-4

(further entries)
Below each compound: esBAF inh	Xi reactivation	RAD54 inh
COc1ccc(CCNC(=O)CNC(=O)Cn2cnc3sc(C)c(C)c3c2=O)cc1OC
→ -10	0.1	0
Cc1cc(C)nc(NC(=NCCc2c[nH]c3ccccc23)NC(=O)Nc2ccccc2)n1
→ -11	0.0	6
CCOc1ncccc1C(=O)OCC(=O)Nc1ccc2c(c1)OCO2
→ 0	0.0	2
CCOC(=O)c1[nH]n(-c2ccc(Cl)cc2)c(=O)c1C
→ 5	0.1	-1
COc1cccc(-c2nn(-c3ccccc3)cc2C(=O)OCC(=O)Nc2ncc(Cl)cc2Cl)c1
→ -8	0.0	-12
Cc1c(NC(=S)NC(=O)c2ccco2)c(=O)n(-c2ccccc2)n1C
→ -2	0.0	1
CC1CN(S(=O)(=O)c2cccc(C(=O)NN3CCN(C)CC3)c2)CC(C)O1 (centres undefined)
→ -5	0.0	4
Cc1cc(Nc2ccccc2)c2c([N+](=O)[O-])ccc(C)c2n1
→ -2	0.0	6
Cc1ccccc1NC(=S)/C(=C(\[O-])c1ccc(C)c([N+](=O)[O-])c1)[n+]1ccccc1
→ -6	0.2	2
Cc1ccccc1OCC(=O)N/N=C1\SCC(=O)N1Cc1ccccc1
→ -1	0.1	15
CCNc1cc(S(=O)(=O)C(F)(F)F)ccc1N
→ 19	-0.1	1
Cc1ccc(S(=O)(=O)NNC(=O)Nc2ccc(Cl)cc2)cc1
→ -1	0.0	7
CC(=O)n1cc(/C=C2/N=C(c3ccccc3)OC2=O)c2ccccc21
→ 3	-0.1	-3
COc1ccc(S(=O)(=O)N2CCCCCC2)cc1N(C)S(=O)(=O)c1ccc(C)cc1
→ 6	0.0	-2
O=C(COc1ccccc1)NCC(=O)Nc1cccc2ccccc12
→ 1	0.3	4
CCOc1ccc(OCC(O)CNC2CCN(Cc3ccccc3)CC2)cc1 (centres undefined)
→ -5	0.1	1
N#Cc1c(NC(=O)CCCC(=O)O)sc2c1CCCCC2
→ -65	0.6	-14
N=c1oc2ccccc2cc1-c1nc(-c2ccc(Cl)cc2)cs1
→ -3	0.4	1
CCCCNC(=O)/C=C1\Sc2ccccc2NC1=O
→ 38	-0.1	-6
COCCCNCCCOc1ccc(C(C)(C)c2ccccc2)cc1
→ -11	0.0	10
COc1cccc(C=Nc2cc(C)cc(C)c2)c1O
→ -5	-0.1	7
COc1ccc(OC)c(NC(=O)COC(=O)Cc2ccc(-c3ccccc3)cc2)c1
→ 2	-0.1	1
CN(C)c1ccc(/C=C/c2ccc3ccccc3[n+]2C)cc1
→ -65	0.1	81*
O=C(c1ccc2c(c1)OCO2)N1CCN(c2ccccn2)CC1
→ -3	-0.4	-4
CCCCN(C)C(=O)Cc1c(OC)ccc2cc(Br)ccc12
→ -9	0.7	0
O=C(NNC(=O)c1ccc(F)cc1)C(=O)N1CCCCC1
→ -3	1.1	10
O=C(Nc1ccccc1)c1sc(Cl)nc1-c1ccccc1
→ -4	0.2	7
C[C@H](CO)N1C[C@H](C)[C@@H](CN(C)C(=O)Nc2ccc(C(F)(F)F)cc2)Oc2ccc(NC(=O)CCCCCC(=O)Nc3ccccc3N)cc2CC1=O
→ 6	0.1	4
COc1ccc2c(c1)N(S(=O)(=O)c1ccccc1)CCC2=O
→ 1	-0.1	4
COc1cc(/C=N/NC(=O)c2nonc2C)ccc1O
→ 30	0.3	0
O=C(NCC(c1cccs1)N1CCOCC1)c1ccccc1NS(=O)(=O)c1ccc(Br)cc1 (centres undefined)
→ -6	0.1	3
Cc1ccc(-c2n[nH]c(=O)c3ccccc23)cc1S(=O)(=O)Nc1ccccc1
→ 2	0.2	3
COC(=O)/N=C/c1c(NCc2ccccc2)nc2c(C)cccn2c1=O
→ 0	0.0	-5
CCOC(=O)c1c(NC(=O)C(C)N2CCN(S(=O)(=O)c3cccs3)CC2)sc2c1CCC(C)C2 (centres undefined)
→ 2	0.0	-2
O=C1CCC(C(=O)OCC(=O)c2c[nH]c3ccccc23)=NN1
→ 0	0.1	-1
COc1ccc(NC(=O)Nc2ccc3c(c2)CC(=O)N([C@H](C)CO)C[C@@H](C)[C@@H](CN(C)C(=O)Nc2ccc(C(F)(F)F)cc2)O3)cc1
→ -5	-1.2	7
CC(C)C(=O)NCCc1c[nH]c2ccccc12
→ -3	0.2	-10
COc1ccc(CCNc2cc(C)nc3c(-c4ccc(Cl)cc4)c(C)nn23)cc1OC
→ -4	0.5	0
CCN(CC)c1ccc(/C=N/N2C(=O)c3ccccc3C2=O)cc1
→ 0	1.8	-6
COc1ccc(NC(=O)Nc2ccc3c(c2)CC(=O)N([C@@H](C)CO)C[C@H](C)[C@@H](CN(C)C(=O)Nc2ccc(C(F)(F)F)cc2)O3)cc1
→ 1	-0.6	3
O=c1c2ccccc2nc(SCc2nc3ccccc3s2)n1CCCO
→ 36	0.1	-1
COC(=O)c1c(NC(=O)CN2C(=O)NC(CCc3ccccc3)C2=O)sc2c1CCCCC2 (centres undefined)
→ -2	-0.1	8
CCNC(=S)N1CCN(S(=O)(=O)c2cccc(C(F)(F)F)c2)CC1
→ 2	-0.1	-7
COc1cccc(N/C=C/c2onc(C)c2[N+](=O)[O-])c1
→ u	-0.1	2
C[C@@H]1CCCCO[C@@H](CN(C)C(=O)Cc2ccccc2)[C@@H](C)CN([C@H](C)CO)C(=O)c2cc(NC(=O)CCC(F)(F)F)ccc2O1
→ 2	-0.1	-2

Four of the entries above in order of the esBAF inh value, lowest first:
| compound | esBAF inh |
| --- | --- |
| CCOC(=O)CNC(=O)N1CCCC(CCC(=O)NCc2ccc(F)c(F)c2)C1 (centres undefined) | -8 |
| CCOc1ncccc1C(=O)OCC(=O)Nc1ccc2c(c1)OCO2 | 0 |
| Cc1cc(C)cc(-n2cc[nH]c2=S)c1 | 2 |
| Cc1ccc(N2C(=O)N(CC(=O)c3cc(C)ccc3C)C(=O)C2C)cc1 (centres undefined) | 5 |

The list goes on.
Below each compound: esBAF inh	Xi reactivation	RAD54 inh
COC(=O)N/N=C\c1ccc(-c2cc(Cl)c(Cl)cc2Cl)o1
→ -3	0.0	-4
CC(=O)OCCOc1nc(NC(C)C)nc(NC(C)C)n1
→ -3	0.0	6
C/C(CCc1oc2ccc(Br)cc2c1-c1ccc(C)o1)=N/O
→ -3	0.1	-3
CNC(=O)/C(C#N)=C/c1c(N(Cc2ccccc2)Cc2ccccc2)nc2c(C)cccn2c1=O
→ 1	-0.1	-2
O=C(Nc1nnc(C2CC2)s1)c1cc([N+](=O)[O-])ccc1N1CCCCC1
→ -3	0.0	-7
COc1ccc(NC(=S)Nc2cccc(S(=O)(=O)N3CCCCC3)c2)cc1
→ 15	0.3	-9
CCN(CC)c1ccc(-n2c(O)c(C=C3N=c4ccccc4=N3)sc2=S)cc1
→ -10	-0.3	-9
CCOC(=O)/C=C(/C)N1N=C(c2ccc(OC)cc2)CC1c1cccc([N+](=O)[O-])c1 (centres undefined)
→ 55*	0.0	3
CN(C)c1cccc(C(=O)OC(C(=O)Nc2ccc(Cl)cc2C(F)(F)F)c2ccccc2)c1 (centres undefined)
→ 1	0.0	2
CCOc1ccc(NC(=O)Cc2ccccc2)cc1
→ 66*	0.8	-2
Clc1nc(Nc2ccccc2)nc(Nc2ccccc2)n1
→ u	0.0	-1
CCC1=NN(C(=O)Cc2ccc([N+](=O)[O-])cc2)C(O)(c2ccc(Br)cc2)C1 (centres undefined)
→ 12	0.1	0
Cc1ccnc(NC(=O)c2ccoc2C)c1
→ 25	0.0	-4
COC(=O)NC1CCC(NC(=O)OC)CC1 (centres undefined)
→ -10	0.2	3
O=C(Nc1ccccc1)Nc1cccc(Cl)c1Cl
→ 60*	-0.2	-9
C[C@H](CO)N1C[C@H](C)[C@@H](CN(C)C(=O)Nc2cccc3ccccc23)OCCCC[C@H](C)Oc2ccc(NC(=O)Nc3ccccc3)cc2C1=O
→ 6	0.0	-18
Cc1ccc(S(=O)(=O)CCC(=O)NCCN2C(=O)S/C(=C\c3ccccc3)C2=O)cc1
→ 45*	0.3	-4
CCOc1ccccc1C(=O)Nc1ccsc1C(=O)OC
→ -9	0.3	-3
COc1ccc(/C=N/N2CCN(C3c4ccccc4-c4ccccc43)CC2)cc1O
→ 0	0.3	-7
Cc1ccc2nc(SCC(=O)Nc3ccc4c(c3)CCC4)[nH]c2c1
→ -5	-0.1	4
O=C(N/N=C/c1cn(-c2ccccc2)nc1-c1cccs1)c1ccc(Cl)cc1
→ 32	0.0	-10

The list is partial; rates above refer to the full screens.
